Compound activity from PubChem BioAssay.
TRPML3 ag = human TRPML3 channel agonists, primary screen, cell-based, HEK293 TRPML3-YFP, Fluo-8 calcium fluorescence, 3 µM. Mucolipin-3 (Homo sapiens), Q8TDD5. 100% = the carbachol control signal. activation, % at 3 µM. actives 0.29% (n = 220,000);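 active = activation above its plate's cutoff, the mean activation of the plate's test wells plus 3 SD, cut at about 12% in these data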;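 also: 0% = DMSO only wells and 100% = carbachol wells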
Target sequence (Q8TDD5 whole entry, looked up): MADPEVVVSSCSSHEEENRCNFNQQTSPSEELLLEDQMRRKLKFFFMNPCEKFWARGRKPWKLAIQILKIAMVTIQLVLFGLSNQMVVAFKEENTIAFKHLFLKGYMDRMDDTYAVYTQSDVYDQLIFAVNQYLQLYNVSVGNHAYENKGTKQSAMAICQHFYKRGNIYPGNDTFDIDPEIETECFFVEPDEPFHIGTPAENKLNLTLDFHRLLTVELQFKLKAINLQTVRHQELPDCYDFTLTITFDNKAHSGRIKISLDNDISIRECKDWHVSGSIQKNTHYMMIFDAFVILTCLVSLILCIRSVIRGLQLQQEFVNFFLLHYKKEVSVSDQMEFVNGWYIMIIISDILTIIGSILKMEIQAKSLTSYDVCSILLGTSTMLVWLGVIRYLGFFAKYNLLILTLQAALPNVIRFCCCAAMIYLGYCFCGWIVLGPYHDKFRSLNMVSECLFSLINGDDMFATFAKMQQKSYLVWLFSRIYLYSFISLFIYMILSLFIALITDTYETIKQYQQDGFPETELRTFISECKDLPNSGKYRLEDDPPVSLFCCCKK
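Material: TRPML3-YFP stable HEK293 cells | Dosing: One concentration, 3 µM nominal, 0.3% DMSO | Timing: 125 s total fluorescence read per well | Technique: Fluo-8 calcium dye fluorescence, ex 470-495, em 515-575 nm | Measure: Percent activation from peak-to-basal fluorescence ratio, scaled between DMSO and carbachol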
PERK inhibitor = block of dimerizer-induced PERK translation repression, primary screen, PERK inhibitor project, CHO PERK-DD cells, SEAP luminescence, HTS. inhibition, % at 5.6 µM. actives 0.17% (n = 220,000). CHO PERK-DD fusion, SEAP luminescence translation reporter. Eukaryotic translation initiation factor 2-alpha kinase 3 (Homo sapiens), Q9NZJ5;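 active = inhibition above the mean inhibition of all tested compounds plus 3 SD, set separately per screening campaign, cut at about 2.9% in these data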;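 also: PERK kinase domain activated by AP20187 dimerizer at 100 nM; 0% = DMSO with dimerizer and 100% = rapamycin at 8.4 µM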
S1P4 antagonist = S1P4 receptor antagonists, primary screen, cell-based; Sphingosine 1-phosphate receptor 4 (Homo sapiens), O95977; S1P4-expressing cells, antagonist mode, reporter read-out; inhibition, % at 4.98 µM; actives 0.26% (n = 220,000); AID 1510, 2009; in the data active = inhibition above about 29%;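 also: 0% = wells stimulated with agonist and 100% = vehicle wells without agonist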
Target sequence (O95977 whole entry, looked up): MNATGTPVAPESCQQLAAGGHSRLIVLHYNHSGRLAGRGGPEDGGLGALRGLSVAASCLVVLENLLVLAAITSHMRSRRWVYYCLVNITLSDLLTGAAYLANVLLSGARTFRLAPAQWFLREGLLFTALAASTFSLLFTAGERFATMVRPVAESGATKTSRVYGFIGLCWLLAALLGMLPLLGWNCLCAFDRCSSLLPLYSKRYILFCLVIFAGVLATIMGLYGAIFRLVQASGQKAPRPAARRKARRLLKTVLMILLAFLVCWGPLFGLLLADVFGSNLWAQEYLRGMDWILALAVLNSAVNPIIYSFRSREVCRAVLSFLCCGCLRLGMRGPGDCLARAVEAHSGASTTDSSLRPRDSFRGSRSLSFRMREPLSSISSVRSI
Ba/F3 V617F tox = reduced viability of JAK2V617F-dependent Ba/F3 cells, primary screen, JAK2V617F inhibitor project, cell-based, Ba/F3 EpoR-JAK2V617F, luminescence; ATP luminescence; inhibition, % at 5.6 µM; actives 1.1% (n = 220,000); AID 1446, 2008;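 active = inhibition above the campaign mean plus 3 SD over all tested compounds, cut at about 24% in these data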;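 also: cytokine-independent growth of Ba/F3 cells driven by EpoR plus mutant JAK2; 0% = DMSO-treated cells and 100% = JAK inhibitor I control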
TRPN1 ag = zebrafish TRPN1 channel agonists, primary screen, cell-based, HEK293, calcium fluorescence | transient receptor potential cation channel N1 (TRPN1/NompC), Danio rerio | AID 1424, 2008 | HEK293 zebrafish TRPN1-YFP, Fluo-8 calcium fluorescence; 100% = response to 87 µM carbachol | activation, % at 3 µM | actives 0.18% (n = 220,000);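 active = activation above its plate's cutoff, the mean activation of test wells on that plate plus 3 SD, cut at about 19% in these data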;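 also: 0% = DMSO alone and 100% = 87 µM carbachol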
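Material – zebrafish TRPN1-YFP in HEK293 cells · Doses – 3 µM single point · Schedule – dye 1 h 37 °C plus 30 min RT · Signal – Fluo-8 calcium fluorescence, excitation 470-495 nm, emission 515-575 nm · Read-out – % activation versus carbachol response · Control set – carbachol high, DMSO low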
BaF3 tox = parental Ba/F3 cell viability inhibition, counter-screen for JAK2V617F inhibitor project, murine pro-B, CellTiter-Glo luminescence; CellTiter-Glo ATP luminescence; actives 1.1% (n = 220,000); inhibition, % at 5.6 µM; AID 1486, 2009;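 active = inhibition above a per-campaign cutoff, the mean inhibition of all tested compounds plus 3 SD, cut at about 27% in these data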;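 also: 0% = DMSO wells and 100% = JAK Inhibitor I control wells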
m-calpain inh = inhibitors of pig calpain II, primary screen, biochemical, fluorogenic peptide substrate, 1536-well | actives 0.37% (n = 220,000) | AID 1236, 2008 | inhibition, % at 16 µM | purified calpain II, 30 min;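 active = inhibition above about 50%, limit read from the data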
EP2 modulator = EP2 receptor modulators, cAMP readout, primary screen, cell-based, HTRF cAMP, PGE2 stimulation; Prostaglandin E2 receptor EP2 subtype (Homo sapiens), P43116; EP2-expressing cells, cAMP HTRF FRET, PGE2 co-stimulation; induction, % at 25 µM; actives 0.83% (n = 260,000); AID 940, 2007;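 active = compounds whose cAMP rise, as percent of the full-agonist control response, exceeds 60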;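 also: rat C6 glioma line stably carrying human EP2 under a CMV promoter; the protocol text gives 20 µM as final concentration; 100% = response of wells given 1 µM PGE2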
S1P4 agonist = S1P4 receptor agonists, primary screen, cell-based | Sphingosine 1-phosphate receptor 4 (Homo sapiens), O95977 | S1P4-expressing cell line, agonist reporter assay | activation, % at 4.98 µM | actives 0.35% (n = 220,000) | AID 1509, 2009; in the data active = activation above about 11%;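 also: 0% = DMSO vehicle and 100% = reference agonist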
* marks the source's active call; other numbers are inactive results; i = inactive; & = joins results of further samples.

Sample of the layout, 4 compounds:
SMILES | TRPML3 ag | PERK inhibitor | S1P4 antagonist | Ba/F3 V617F tox | TRPN1 ag | BaF3 tox | m-calpain inh | EP2 modulator | S1P4 agonist
Cc1nnc(Nc2ccc3c(c2)OCO3)c2ccccc12 | -0.6 | 0.1 | -18 | -1 | 0.1 | 0 | 18 | -14 | 1.7
Cn1nc(C(F)(F)F)c(-c2ccccc2)c1NC(=O)c1nccnc1C(=O)O | 0.6 | 0.7 | -12 | 2 | 1.0 | -2 | 10 | 4 | 0.1
COC(=O)c1cc(-c2ccc(Br)cc2)on1 | 1.1 | 0.3 | -21 | -2 | 0.1 | 1 | -10 | 20 | 2.2
COc1nc(N)nc(N2CCOCC2)n1 | 0.9 | 0.4 | -21 | -4 | 1.1 | -1 | -5 | 30 | 1.1

The whole of this part, previewed entries included:
SMILES | TRPML3 ag | PERK inhibitor | S1P4 antagonist | Ba/F3 V617F tox | TRPN1 ag | BaF3 tox | m-calpain inh | EP2 modulator | S1P4 agonist
Cc1nnc(Nc2ccc3c(c2)OCO3)c2ccccc12 | -0.6 | 0.1 | -18 | -1 | 0.1 | 0 | 18 | -14 | 1.7
Cn1nc(C(F)(F)F)c(-c2ccccc2)c1NC(=O)c1nccnc1C(=O)O | 0.6 | 0.7 | -12 | 2 | 1.0 | -2 | 10 | 4 | 0.1
COC(=O)c1cc(-c2ccc(Br)cc2)on1 | 1.1 | 0.3 | -21 | -2 | 0.1 | 1 | -10 | 20 | 2.2
COc1nc(N)nc(N2CCOCC2)n1 | 0.9 | 0.4 | -21 | -4 | 1.1 | -1 | -5 | 30 | 1.1
COc1ccc(/C(N)=N/OC(=O)Cc2ccc(OC)c(OC)c2)cc1 | 2.0 | 0.6 | -26 | -2 | 7.1 | 8 | -11 | 0 | -0.7
O=C(NC1CCCCC1)C(c1ccccn1)N(C(=O)c1csnn1)C1CCCCC1 (stereo not given) | -0.1 | -0.6 | 16 | 2 | 0.1 | 6 | 30 | -8 | 0.8
Cc1cc(-n2c(C)cc(C(=O)COc3ccc4ccc(=O)oc4c3)c2C)no1 | 0.5 | 1.2 | 5 | -3 | 0.2 | -2 | i | -15 | -0.1
CC(C)(C)c1ccc(-c2nnc(SCCC#N)n2C2CCCC2)cc1 | -0.4 | -1.6 | -4 | 3 | 0.0 | 7 | 37 | -8 | -2.1
Nc1ccc(N(c2ccccc2)c2ccc(N)cc2)cc1 | -0.5 | -0.9 | -10 | 0 | 1.4 | 3 | 10 | -19 | 1.1
CCOC1CCc2c(C)nc(N)nc2S1 (stereo not given) | 0.0 | 2.2 | 2 | 1 | 1.4 | 2 | 4 | 7 | 24*
[O-][n+]1onc2c3cc(-c4ccccc4)nnc3ccc21 | 0.0 | 0.9 | -7 | -2 | 0.6 | 5 | 14 | 22 | 1.4
COc1cc(C2Nc3cc(Cl)c(S(N)(=O)=O)cc3S(=O)(=O)N2)ccc1OCc1ccccc1 (stereo not given) | 0.4 | 0.6 | -2 | -1 | -0.5 | 4 | -46 | -12 | 0.6
CCCCOc1ccc(C(O)C(CN2CCCCC2)c2ccccc2)cc1 (stereo not given) | 1.3 | -0.4 | 9 | -2 | 2.1 | 11 | -31 | -28 | 1.3
NCCNCCNCCN | 0.5 | 2.0 | -16 | -3 | 2.0 | 4 | -10 | 20 | 0.0
COc1ccc(NC(=O)COc2ccccc2)c(OC)c1 | 1.3 | 1.1 | 4 | 0 | 0.1 | 4 | -2 | -28 | 1.8
COc1ccc(S(=O)(=O)N2CCN(c3nc4ccccc4nc3-n3nc(C)cc3C)CC2)cc1 | 0.2 | 0.1 | -16 | 3 | 0.6 | 1 | -8 | 39 | 1.1
CCOC(=O)c1cc2sccc2n1CC(=O)N1CCCc2ccccc21 | -1.0 | -0.5 | -16 | -1 | -1.7 | 4 | 33 | -2&32 | 2.1
O=C(N1CCN(CCO)CC1)N1c2ccccc2C=Cc2ccccc21 | 0.4 | 0.4 | 14 | -3 | 0.0 | 4 | 12 | -9 | 0.7
Cn1cccc1C1NC(=O)c2c(sc3c2CCC(C(C)(C)C)C3)N1 (stereo not given) | -0.1 | 0.3 | -8 | 3 | 0.9 | 12 | 4 | -24 | 0.3
N=C1C(=O)OCC1c1ccccc1NC(=O)CN1CCOCC1 (stereo not given) | 0.5 | 0.9 | 2 | 0 | 2.9 | 7 | -7 | 13 | 0.0
CCOC(=O)c1c(C)[nH]c(C(=O)N/N=C/c2ccc(Br)cc2)c1C | 0.4 | 0.5 | -12 | 73* | 0.2 | 78* | 10 | -8 | 0.4
O=C(CSc1n[nH]c(-c2cccnc2)n1)OC1CCCCC1 | 0.7 | 0.0 | -6 | 4 | 1.1 | 4 | 28 | 8 | 0.7
CCNC(=O)CC1S/C(=N/N=C(\C)c2ccccc2)NC1=O (stereo not given) | 0.7 | 1.1 | -11 | -2 | 1.0 | 3 | 16 | 2 | 2.1
Cc1cc(NC(=O)CCC(=O)N(Cc2ccccc2)C2(C(=O)NC3CCCCC3)CCCC2)no1 | -0.1 | 0.5 | 6 | -2 | -0.2 | 2 | 3 | 29 | 0.4
Cc1cccc(N(C)S(=O)(=O)c2cccc3nsnc23)c1 | 0.2 | -0.2 | -5 | 2 | 0.0 | 3 | -13 | -10 | 1.0
Cc1ccc(CN2C(=O)CCC2C(=O)NCCN(CC(C)C)CC(C)C)cc1 (stereo not given) | 0.0 | -0.3 | 4 | -2 | 0.3 | 0 | -30 | -5 | 0.4
Clc1ccc(C(c2ccccc2)N2CCNCC2)cc1 (stereo not given) | 0.6 | -0.5 | -15 | 0 | 0.5 | 4 | 8 | -8 | 2.2
COC(=O)N/N=C/c1cc(Cl)c(OCc2ccccc2F)c(OC)c1 | 0.3 | -1.5 | 6 | 4 | 0.3 | 3 | 11 | 9 | 1.6
CN(C)c1nc2ccccc2n(C)c1=O | 0.4 | -0.8 | -16 | 2 | -0.8 | 5 | -1 | 16 | 1.1
CC(NC(=O)CC1Nc2ccccc2NC1=O)c1ccccc1 (stereo not given) | 0.6 | 0.8 | -7 | 2 | 0.1 | 6 | -110 | -6 | -0.1
CN(Cc1nc2ccccc2n1C)S(=O)(=O)c1ccc(Cl)cc1 | 0.5 | 0.7 | -12 | 5 | -0.1 | 4 | -9 | -2 | -2.3
CCOC(=O)N1CCN(C(=O)/C(=C/c2ccccc2OC)NC(=O)c2ccccc2)CC1 | -0.5 | -0.5 | -9 | 2 | 0.6 | 3 | -10 | 19 | -0.3
CCC1(C)Cc2c(C#N)c(N)sc(=S)c2CO1 (stereo not given) | 0.8 | 0.7 | 5 | 0 | -0.4 | -2 | 2 | -13 | 1.5
COC(=O)C1=C(C)NC(C)=C(C(=O)OC)C1c1ccc(-c2cccc(Cl)c2Cl)o1 | 0.5 | 0.8 | -7 | 3 | 0.9 | 6 | -69 | 8 | 2.2
COc1ccc(N2C(=O)C(Cl)=C(N3CCN(Cc4ccccc4)CC3)C2=O)cc1 | 0.2 | 0.3 | 6 | -2 | -0.5 | 2 | 10 | 3 | -0.2
CC(NC(=O)COc1ccc([N+](=O)[O-])cc1)c1ccccc1 (stereo not given) | 0.1 | 1.3 | -4 | 1 | -1.1 | 1 | -15 | -3 | 0.3
O=C(Nc1ccccc1)c1ccncc1 | 0.7 | 0.1 | -19 | -1 | -0.1 | 2 | -4 | -12 | 1.9
COc1cccc(-n2nc3c(=S)[nH]nc(C)c3c2C)c1 | -0.4 | 0.8 | -4 | 0 | -0.4 | -1 | -16 | 41 | -1.7
CN(CCOc1ccc(Cl)cc1)C(=O)c1ccc(S(=O)(=O)N2CCOCC2)cc1 | 2.9 | 2.3 | -14 | 0 | 2.8 | 10 | 2 | -36 | 1.6
O=C(O)C1CC=C(Cl)CC1C(=O)NCC1OCCc2ccccc21 (stereo not given) | 0.4 | 1.0 | -39 | -4 | 2.2 | 3 | -9 | 4 | 2.7
CCN(CC)S(=O)(=O)c1cccc(NC(=O)c2cc(=O)[nH]c3ccccc23)c1 | 0.3 | 0.5 | 9 | 2 | 0.4 | 5 | -10 | 6 | -0.9
CCCCc1ccc(-c2ccc(Br)cc2O)nc1 | 0.9 | -0.5 | -5 | 3 | -0.8 | 3 | -340 | 23 | 1.2
COC(=O)CC1=C(C(=O)OC)C(c2ccc3c(c2)OCO3)C(C#N)=C(N)O1 (stereo not given) | -0.3 | -0.2 | -9 | -7 | 1.0 | -7 | -14 | 19 | -0.8
CCOc1ccc(N(CC(=O)NCC2CCCO2)C(=O)CCC(=O)Nc2nccs2)cc1 (stereo not given) | 0.9 | 0.4 | -2 | -4 | 1.6 | 0 | -21 | 15 | 3.2
COc1ccc(NC(=O)CO/N=C2\CCCc3nonc32)cc1 | 0.5 | 0.6 | 0 | 0 | 0.3 | 3 | -8 | 7 | -0.8
CC(O)COc1ccc(/C(=N/O)c2ccccc2)cc1 (stereo not given) | 0.7 | 0.2 | 8 | -1 | 0.4 | 2 | 16 | -15 | 1.8
CCOC(=O)c1nnn(-c2ccc([N+](=O)[O-])cc2[N+](=O)[O-])c1C | 1.1 | 0.5 | 5 | -3 | 0.8 | -3 | -34 | 11 | -1.6
Cc1ccc(S(=O)(=O)C(F)(F)F)cc1NC(=O)c1cccnc1 | 0.0 | 0.5 | -45 | 0 | 1.3 | 5 | 2 | -6 | -0.6

Complete entries, quoted from the list:
Profile of `COC(=O)CC1=C(C(=O)OC)C(c2ccc3c(c2)OCO3)C(C#N)=C(N)O1` (stereo not given) → TRPML3 ag: -0.3; PERK inhibitor: -0.2; S1P4 antagonist: -9; Ba/F3 V617F tox: -7; TRPN1 ag: 1.0; BaF3 tox: -7; m-calpain inh: -14; EP2 modulator: 19; S1P4 agonist: -0.8
Profile of `CCN(CC)S(=O)(=O)c1cccc(NC(=O)c2cc(=O)[nH]c3ccccc23)c1` → TRPML3 ag: 0.3; PERK inhibitor: 0.5; S1P4 antagonist: 9; Ba/F3 V617F tox: 2; TRPN1 ag: 0.4; BaF3 tox: 5; m-calpain inh: -10; EP2 modulator: 6; S1P4 agonist: -0.9
Profile of `CCCCc1ccc(-c2ccc(Br)cc2O)nc1` → TRPML3 ag: 0.9; PERK inhibitor: -0.5; S1P4 antagonist: -5; Ba/F3 V617F tox: 3; TRPN1 ag: -0.8; BaF3 tox: 3; m-calpain inh: -340; EP2 modulator: 23; S1P4 agonist: 1.2
